STAT1 inh = reduces IFN-gamma driven STAT1 reporter signal; inhibition, % at 5.5 µM; NIH 3T3 STAT1-luciferase reporter, luminescence; 200,000 tested, 0.35% active;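 active = inhibition above a set limit, the mean inhibition across all tested compounds plus 3 SD, cut at about 34% in these data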;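 also: 0% = IFN-gamma with DMSO and 100% = IFN-gamma with 300 µM nifuroxazide; values of inactives mirror those of a sister screen read the other way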
RAM network inh = yeast RAM network inhibition; S. cerevisiae dse1pr::URA3 reporter, 5-FOA growth OD615, 2 d; analog-sensitive cbk1-as2 kinase mutant strain; inhibition, % at 50 µM; 190,000 tested, 1.8% active;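 active = inhibition above a set limit, 3 SD over mean compound inhibition, cut at about 8.4% in these data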;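 also: 0% = DMSO-only wells with no growth and 100% = 10 µM 1-NA-PP1 full growth; inhibition rescues growth on 5-FOA so higher OD means more RAM inhibition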
Hsp70 activator = switches on Hsp70 transcription; HeLa Hsp70 promoter luciferase reporter, luminescence; scaled: vehicle 0, proteasome-inhibitor control 100%; activation, % at 10 µM; 200,000 tested, 0.04% active; AID 1203;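 active = activation above the mean across all tested compounds plus 3 SD, cutoff set per campaign, cut at about 5.5% in these data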;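 also: 100% = MG132 at 30 µM as the positive control and 0% = DMSO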
APP 5'UTR act = activates APP 5'UTR luciferase reporter; SH-SY5Y APP 5'UTR luciferase reporter, luminescence; zero percent = DMSO vehicle wells; activation, % at 2 µM; 190,000 tested, 1% active;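 active = activation above a set limit, based on mean plus 3 SD of controls, cut at about 140% in these data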; also: values of inactives mirror those of a sister screen read the other way
FLuc inh counter = counter-screen for luciferase assay inhibitors: firefly luciferase inhibition. AID 1006. P08659. inhibition, % at 10 µM. 200,000 tested, 1.5% active. ATPLite firefly luciferase biochemical luminescence, 10 min;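 active = inhibition above about 50% when tested at 10 µM, limit read from the data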
Target sequence (P08659 whole entry, looked up): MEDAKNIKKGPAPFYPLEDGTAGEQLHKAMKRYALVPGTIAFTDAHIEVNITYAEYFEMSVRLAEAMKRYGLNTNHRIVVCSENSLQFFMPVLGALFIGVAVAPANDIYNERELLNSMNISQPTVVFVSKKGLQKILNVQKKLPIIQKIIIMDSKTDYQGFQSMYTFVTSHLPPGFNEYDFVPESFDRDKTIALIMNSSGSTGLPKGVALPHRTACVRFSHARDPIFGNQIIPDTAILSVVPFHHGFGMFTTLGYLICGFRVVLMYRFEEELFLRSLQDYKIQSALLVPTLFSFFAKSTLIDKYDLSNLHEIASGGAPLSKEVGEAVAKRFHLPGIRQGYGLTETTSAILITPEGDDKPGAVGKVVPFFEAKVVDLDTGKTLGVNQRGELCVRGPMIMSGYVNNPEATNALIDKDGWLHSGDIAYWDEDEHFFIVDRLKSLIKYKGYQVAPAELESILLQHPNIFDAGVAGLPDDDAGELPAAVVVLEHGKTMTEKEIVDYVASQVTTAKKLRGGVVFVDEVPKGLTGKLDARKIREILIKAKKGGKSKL
NF-kB neuron act = NF-kB expression increase, human neuronal cells; fold change at 12.5 µM; 190,000 tested, 1.6% active; NF-kB reporter expression; stronger effect = higher value; in the data active = fold change above about 3.3
STAT1 act = activators of IFN-gamma induced STAT1 signaling; NIH 3T3 STAT1-luciferase reporter, luminescence; 100% = IFN-gamma alone, no compound; activation (% of control), % at 5.5 µM; 200,000 tested, 2.6% active;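 active = activation above the screen-wide mean activation plus 3 SD, cut at about 130% in these data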;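 also: raw ratio to IFN-gamma control signal so 100% means no change and 0% no light; values of inactives mirror those of a sister screen read the other way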
STAT3 act = STAT3 signaling activation | U3A cells, IL-6 STAT3-luciferase reporter, luminescence; 100% = signal with IL-6 EC80 alone | activation (% of control), % at 5.6 µM | 190,000 tested, 0.91% active | AID 871;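 active = activation above the screen-wide mean of compound activation plus 3 SD, cut at about 130% in these data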;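 also: 0% = background luminescence of wells with medium and substrate only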
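Material: human STAT1-deficient U3A cells with stable STAT3-luciferase reporter / Probe or stimulus: IL-6 stimulus at 33 ng/mL final / Schedule: 1 h compound pre-exposure, 6 h IL-6 stimulation, 37 °C / Technique: luminescence / Read-out basis: percent of IL-6-only median luminescence / Control set: IL-6-only high control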
APP transl inh = APP translation inhibition; 190,000 tested, 0.82% active; SH-SY5Y APP 5'UTR-luciferase reporter, luminescence; inhibition, % at 2 µM;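 active = inhibition above a set limit, derived from the sample mean plus 3 SD, cut at about 45% in these data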; also: values of inactives mirror those of a sister screen read the other way
STAT3 inh = STAT3 signaling inhibition; U3A cells, IL-6 STAT3-luciferase reporter, luminescence; host cell line lacks STAT1; inhibition, % at 5.5 µM; 190,000 tested, 0.89% active;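 active = inhibition above the mean inhibition across all screened compounds plus 3 SD, cut at about 44% in these data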;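 also: 0% = DMSO only wells and 100% = 100 µM nifuroxazide control wells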
An asterisk follows results filed as active; · = not tested or not shown.

Below each SMILES – STAT1 inh, RAM network inh, Hsp70 activator, APP 5'UTR act, FLuc inh counter, NF-kB neuron act, STAT1 act, STAT3 act, APP transl inh, STAT3 inh
[1] CCO[C@@H]1OC(C(=O)N2CCOCC2)=C[C@H](c2coc3ccccc3c2=O)[C@H]1CCCO
  2.0, 0.2, -0.4, 8.4, 17.2, 1.41, 99.6, ·, -8.4, ·
[2] c1ccc(CCNc2nc(-c3cccnc3)cs2)cc1
  -37.0, 1.6, -0.1, 25.8, 16.6, 1.8, 133.2*, 102.2, -25.8, 7.6
[3] Cc1ccsc1C(=O)OCC(=O)NCC1CCCO1 (stereo not drawn)
  -0.8, 1.2, 0.1, 14.3, -3.7, 1.35, 102.1, 105.0, -14.3, -1.6
[4] O=C1CCCN1CC(O)CS(=O)(=O)c1ccccc1 (stereo not drawn)
  -0.8, 0.5, 0.1, 9.9, -1.7, 1.06, 100.7, 97.4, -9.9, 4.7
[5] N#CC(c1ccc(Cl)cc1)(c1ncc(C(F)(F)F)cc1Cl)N1CCOCC1 (stereo not drawn)
  16.0, 2.5, -0.3, -7.3, -1.9, 0.96, 85.6, 90.8, 7.3, 16.9
[6] CC(=O)c1cc(-c2ccccc2)n(CCC(=O)NC2CCC(C)CC2)c1C (stereo not drawn)
  4.7, 4.5, 0.0, -4.7, -2.9, 1.06, 95.8, 117.2, 4.7, -15.6
[7] COc1ccccc1NC(=O)C1CCCCN1S(=O)(=O)c1ccc(F)cc1 (stereo not drawn)
  7.9, 2.1, 0.2, -2.9, -7.4, 0.88, 92.8, 101.9, 2.9, -1.5
[8] C/C(=N\NC(=O)c1cc(-c2cccc([N+](=O)[O-])c2)n[nH]1)c1ccccc1O
  3.6, 3.7, -0.5, -16.3, -3.0, 0.55, 96.8, 98.1, 16.3, 7.4
[9] CCn1c(COc2ccc(=O)n(-c3ccccc3)n2)nnc1SC
  1.7, 1.8, 0.0, 12.0, -9.6, 1.16, 98.3, 95.0, -12.0, 10.4
[10] O=C(c1nc2ccccn2c1CNCCCn1ncc2ccccc21)N1CCOCC1
  -13.3, 1.6, -0.3, -4.2, -2.4, 0.85, 110.5, 106.4, 4.3, -2.8
[11] CCCC(=O)Nc1c(-c2ccccc2)c(=O)c(C)nn1-c1ccc(Cl)cc1
  -7.6, 2.3, -0.4, -4.5, -2.3, 1.05, 106.8, 104.8, 4.5, -2.3
[12] Nc1nnnn1/N=C/c1cccs1
  7.1, 1.9, -0.3, -4.7, -4.6, 1.26, 93.5, 97.3, 4.7, 5.6
[13] Cc1cc(NC(=O)COC(=O)C2CCN(C(=O)c3ccc(Cl)cc3)CC2)no1
  -6.4, 1.8, -0.2, 8.2, -6.5, 0.96, 105.9, 106.2, -8.2, -3.0
[14] Cc1cc(C)nc(NS(=O)(=O)c2ccc(NC(=O)CSc3ncn[nH]3)cc2)n1
  2.0, 1.2, -0.1, 20.2, -13.4, 1.16, 96.8, 100.9, -20.2, 0.2
[15] CCn1c(SCC(=O)N2CCC(C)CC2)nnc1-c1ccc(S(=O)(=O)N2CCN(C)CC2)cc1
  5.2, -0.8, -0.3, 2.0, 8.4, 0.95, 95.2, 93.7, -2.0, 7.7
[16] COc1ccc(CN2C(=O)c3ccccc3C2=O)cc1C(=O)Nc1ccccc1N1CCOCC1
  0.9, 7.2, -0.2, -9.3, -2.4, 1.14, 96.2, 97.7, 9.3, 7.4
[17] O=S(=O)(c1c(F)cccc1F)N1CCN(C(=S)NCc2ccc3c(c2)OCO3)CC1
  0.7, 2.8, 0.0, -14.0, -7.4, 1.05, 98.0, 96.4, 14.0, 6.4
[18] Cn1c(NC(=O)c2cccc(Cn3cc(Cl)cn3)c2)nc2ccccc21
  -16.1, 6.2, -0.3, 26.3, -3.2, 1.5, 114.7, 93.8, -26.3, 10.4
[19] C=CCNC(=O)CC(=O)N/N=C/c1ccccc1F
  -5.4, 0.4, -0.4, 9.2, 2.1, 1.27, 104.9, 104.6, -9.2, 2.0
[20] Cc1ccc(C(=O)Nc2ccc3[nH]c(=O)[nH]c3c2)c(C)c1
  -11.0, 3.0, 0.6, 4.9, 25.2, 1.45, 109.1, 103.5, -4.9, 7.7
[21] CC(C)c1ccc(/C=C/C(=O)NC2=NCCS2)cc1
  6.0, 1.1, -0.5, 221.5*, 67.3*, 3.15, 94.6, 42.9, -221.5, 68.1*
[22] CCOC(=O)CCCOC(=O)c1ccc(S(=O)(=O)N(C)C)cc1
  -10.7, 1.0, -0.4, 10.3, -2.3, 1.08, 109.7, 93.2, -10.3, 11.9
[23] CCn1nc([N+](=O)[O-])c2c(-c3nc4ccccc4o3)c(N)n(CCCOC)c2c1=O
  -1.1, 2.4, -0.1, 5.0, 3.7, 1.39, 99.9, 91.0, -5.0, 12.4
[24] C=CCOc1ccc(NC(=O)C2CC(=O)N(C(C)C)C2)cc1 (stereo not drawn)
  0.2, 3.5, -0.1, 0.7, 3.7, 1, 99.8, 102.0, -0.7, 1.3
[25] CCCCOn1c(C)c(C(=O)OCC)c2c3nonc3ccc21
  2.1, ·, -0.3, 18.2, ·, ·, 98.0, 101.0, -18.2, 2.4
[26] O=C(Nc1cc2c(oc1=O)CCCC2=O)c1cccc(Cl)c1
  -11.5, 1.9, -0.2, 0.9, -8.0, 1.26, 110.3, 93.5, -0.9, 17.5
[27] Cc1nn(-c2ccccc2)c(Cl)c1C(=O)OC(C)C(=O)NC(=O)NC1CCCCC1 (stereo not drawn)
  0.2, 1.1, -0.4, 12.7, 1.3, 2.03, 99.8, 104.0, -12.7, -0.3
[28] Cc1ccc2c(c1)-c1ncc(C(=O)c3cc(Br)ccc3O)cc1CO2
  5.0, 8.4, -0.2, 2.4, -4.6, 1.08, 93.7, 93.6, -2.4, 11.2
[29] N/C(=N\OC(=O)Cc1ccc(Cl)cc1)c1cccnc1
  -6.8, -0.7, -0.3, 1.4, 12.4, 1.52, 106.1, 92.1, -1.4, 16.8
[30] O=C(N[C@@H](Cc1ccccc1)C(=O)OCc1ccccc1)c1nc[nH]c1C(=O)NCc1ccccc1
  4.3, 9.2*, -0.1, -3.2, -4.5, 0.73, 97.4, ·, 3.3, ·
[31] O=C(CN(Cc1ccc(F)cc1)C(=O)Cn1nnc2ccccc21)NCC1CCCO1 (stereo not drawn)
  1.9, 0.9, 0.0, -10.7, -1.5, 1.2, 98.3, 99.7, 10.7, 5.2
[32] O=C(CCCc1ccccc1)NCCC1=CCCCC1
  -41.0, -1.0, 0.0, -15.8, -2.9, 1.3, 135.5*, 113.9, 15.8, -3.9
[33] CC(NC(=O)c1cccnc1)c1ccc2c(c1)OCO2 (stereo not drawn)
  -2.6, 0.2, -0.1, 9.6, -8.9, 1.34, 102.5, 101.1, -9.6, 2.4
[34] Cc1nn(-c2nc3ccccc3s2)c(C)c1Oc1ccccc1O
  4.7, 1.9, -0.1, 184.4*, 10.4, 2.59, 94.6, 122.8, -184.4, -19.8
[35] Cc1sc(NC(=O)c2cccs2)c(C(N)=O)c1C
  -44.1, -0.1, 0.1, 56.3, 33.5, 2.29, 140.3*, 115.6, -56.3, -14.7
[36] O=C(O)/C=C/c1cnc2ccccc2c1
  -3.0, 0.5, -0.2, 17.0, -6.0, 1.05, 102.7, 110.4, -17.0, -11.1
[37] O=C1N/C(=N/O)S/C1=C\c1ccccc1-n1cccn1
  -1.1, -0.5, -0.3, 15.9, -2.2, 1.13, 100.6, 105.8, -15.9, -3.0
[38] COc1ccc(OC)c(C2c3c(oc4ccccc4c3=O)C(=O)N2CCCN(C)C)c1 (stereo not drawn)
  -7.0, -0.7, 0.0, -0.8, -3.8, 1.32, 106.5, 96.1, 0.8, 8.6
[39] Cc1ccc(NCC(=O)N/N=C/c2ccc(OC(=O)c3ccco3)cc2)cc1
  -1.0, 3.4, 0.4, -2.3, -4.2, 1.82, 100.9, 118.8, 2.3, -9.9
[40] O=C(NCCCn1ccnc1)c1cc2c(s1)CCCCC2
  -5.6, -0.3, -0.2, -8.4, -0.6, 0.8, 105.1, 100.7, 8.4, 0.2
[41] COc1ccc(-n2c(Cc3cccn3C)nnc2SCC(=O)NCCc2ccccc2)cc1
  1.9, 1.4, -0.4, 12.1, -0.3, 0.97, 98.2, 110.2, -12.1, -6.3
[42] COC(c1ccccc1)c1nnc(CCC(=O)NCc2cccc(-n3cccn3)c2)o1 (stereo not drawn)
  -3.8, 0.8, -0.1, -7.2, -6.8, 1.08, 103.5, 106.5, 7.2, -1.5
[43] NC(=O)CN1CCCN(S(=O)(=O)c2ccc(Br)cc2)CC1
  -3.4, 2.0, -0.5, -4.2, -2.6, 1.06, 103.1, 96.2, 4.3, 10.8
[44] O=C(NC1CCCC1)c1nc2c(nnn2Cc2cccc(Cl)c2)c(=O)[nH]1
  6.1, 0.7, -0.2, 15.5, -7.5, 1.17, 95.6, 99.7, -15.5, 4.7
[45] O=C(CSc1ccccc1)NCCSCc1ccccc1
  -2.2, -0.4, -0.2, 11.3, -2.5, 1.58, 102.0, 103.9, -11.3, -1.9
[46] Cc1ccc(/C=C(\C#N)c2nn(-c3ccccc3)c(N)c2C#N)cc1
  -10.4, 1.3, -0.1, 8.8, 0.1, 0.91, 109.2, 94.0, -8.8, 4.8
[47] C=CCNc1nc(Nc2ccc(OC)cc2OC)nc(OCC)n1
  0.3, 2.9, -0.2, 9.8, -2.5, 0.19, 99.7, 97.6, -9.8, 5.7
[48] CN(C)c1nc(N(C)C)n(C(=O)c2ccc(F)cc2)n1
  7.2, 0.5, 0.0, 4.6, -2.6, 1.31, 93.6, 102.8, -4.6, 6.3
[49] CCOc1cnn(-c2cc(Oc3ccc(C)cc3)ncn2)c(=O)c1Cl
  -11.2, 0.8, -0.3, -74.3, -4.9, 0.86, 110.3, 94.4, 74.3*, 13.7
[50] CCOc1cc(C)c(Cl)cc1S(=O)(=O)NCc1ccco1
  12.4, 1.9, -0.5, 4.0, 0.8, 1.08, 83.4, 94.9, -4.0, 9.8
[51] Cc1cc(C)cc(NC(=O)C2CCN(c3cnccn3)CC2)c1
  9.3, 3.6, -0.3, 7.8, -4.9, 1.36, 91.9, 98.4, -7.8, 2.6
[52] Cc1ccc(N2CC(C(=O)NCc3cccs3)CC2=O)cc1 (stereo not drawn)
  -6.9, 0.9, 0.3, 2.6, -3.9, 1.05, 106.3, 103.7, -2.6, 2.9

High-throughput results: PubChem, several laboratories
